EP2 mod = EP2 receptor (human) modulation; P43116; EP2-expressing cells, cAMP HTRF FRET, PGE2 co-stimulation; induction, % at 25 µM; 0.83% of 260,000 active;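 active = compounds whose cAMP rise, as percent of the full-agonist control response, exceeds 60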;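 note: rat C6 glioma line stably carrying human EP2 under a CMV promoter; the protocol text gives 20 µM as final concentration; 100% = response of wells given 1 µM PGE2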
Target sequence (P43116 whole entry, looked up): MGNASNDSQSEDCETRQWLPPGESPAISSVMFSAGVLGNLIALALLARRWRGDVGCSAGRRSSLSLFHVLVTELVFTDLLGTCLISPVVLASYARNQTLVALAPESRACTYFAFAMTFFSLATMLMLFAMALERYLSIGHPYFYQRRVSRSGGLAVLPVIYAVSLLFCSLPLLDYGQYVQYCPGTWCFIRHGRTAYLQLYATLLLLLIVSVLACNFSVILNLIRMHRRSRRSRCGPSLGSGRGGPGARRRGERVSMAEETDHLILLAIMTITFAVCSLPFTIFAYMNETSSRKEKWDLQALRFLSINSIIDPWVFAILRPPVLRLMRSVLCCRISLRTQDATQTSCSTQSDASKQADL
EP2 antag = blocks the human prostaglandin E2 receptor EP2. P43116. C6 glioma cells expressing human EP2, cAMP TR-FRET; cells stimulated with saturating PGE2. inhibition, % at 25 µM. 0.52% of 260,000 active. AID 1422;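 active = percent inhibition above 40 after rounding to a whole number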;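 note: rat C6 glioma host cells with rolipram phosphodiesterase inhibitor present; the protocol text gives 20 µM as final concentration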
Active calls of the source: *.

SMILES	EP2 mod	EP2 antag
COc1ccccc1C1(NC(=O)C2C3C=CC4(CN(C(C)C)C(=O)C24)O3)CCCC1 (centres undefined)	-42	2
CC(O)CN(Cc1ccc(-n2cccn2)cc1)Cc1ccc2c(c1)OCO2 (centres undefined)	-41	3
Cc1cc(C)c(OCC(=O)Nc2ccc(NC(=O)c3ccco3)cc2)c(Cl)c1	-29	11
CCc1cc(N2CCCC(C(N)=O)C2)n2nc3nc(C)cc(C)c3c2n1 (centres undefined)	43	6
Cc1cc(-c2nn3c(C)nnc3s2)ccc1NC(=O)c1sc2ccccc2c1Cl	24	10
N#CC(Cc1ccc(O)c(O)c1)C(=O)N1CCc2ccccc21 (centres undefined)	11	10
CCOC(=O)c1cccc(NC(=O)CSc2ncc(C(=O)OCC)c(N)n2)c1	0	9
CCOc1ccc2ccc(OCC)c(C3C(C#N)=C(N)OC4=C3C(=O)CC(C)(C)C4)c2c1 (centres undefined)	31	18
O=C(Nc1ccc2c(c1)OCO2)C1CC(c2ccccc2O)=NO1 (centres undefined)	-8	11
COc1ccc2cc(C#N)c(SCC(=O)NC(C)(C)C)nc2c1	40	14
COc1ccccc1N(CC(=O)Nc1ccc2c(c1)OCCO2)S(=O)(=O)c1ccc(C)cc1	11	14
O=C(CCN1Cc2ccccc2C1=O)NCc1nc(-c2ccccc2Cl)no1	-47	10

Laid out differently: entries from further up.
Second line of a record – EP2 mod, EP2 antag
- CCOC(=O)c1cccc(NC(=O)CSc2ncc(C(=O)OCC)c(N)n2)c1
→ 0, 9
- CCOc1ccc2ccc(OCC)c(C3C(C#N)=C(N)OC4=C3C(=O)CC(C)(C)C4)c2c1 (centres undefined)
→ 31, 18
- O=C(Nc1ccc2c(c1)OCO2)C1CC(c2ccccc2O)=NO1 (centres undefined)
→ -8, 11
- COc1ccc2cc(C#N)c(SCC(=O)NC(C)(C)C)nc2c1
→ 40, 14
- COc1ccccc1N(CC(=O)Nc1ccc2c(c1)OCCO2)S(=O)(=O)c1ccc(C)cc1
→ 11, 14

(more compounds)
SMILES	EP2 mod	EP2 antag
S=C(NCc1ccco1)N1CCN(Cc2ccccc2)CC1	-48	13
O=C(CN1N=C(c2ccccc2)Cn2c(cc3sccc32)C1=O)NCC1CCCO1 (centres undefined)	-33	4
Nc1ccccc1C(=O)N1CCCCC1	0	12
Cc1ccc(N2CCCC2=O)cc1S(=O)(=O)NC1(c2ccc(F)cc2)CC1	-19	7
COc1ccc2nc(SCC(=O)Nc3cccc(C(F)(F)F)c3)c(C#N)cc2c1	-3	18
CCC(=O)Nc1ccc(NC(=O)c2ccccc2F)nc1	-16	21
CC(C)n1nc(CC(=O)N[C@@H](C)Cn2nnc3ccccc32)c2ccccc2c1=O	22	8
O=C(N/C(=C\c1ccco1)C(=O)N1CCc2ccccc2C1)c1ccccc1	22	9
O=C(Nc1ccccc1Cl)NC1CC2CCCC(C1)N2Cc1cccs1 (centres undefined)	-104	10
CCCC(c1nnnn1C1CCCCC1)N(Cc1cc2ccc(C)cc2[nH]c1=O)C1CCCC1 (centres undefined)	26	6
CC(C)(C)OC(=O)N1CCC[C@H]([C@H](O)c2ccc3c(c2)OCO3)C1	-34	10
Cc1ccc(OCC(O)CNS(=O)(=O)c2ccc3c(c2)oc(=O)n3C(C)C)cc1 (centres undefined)	-53	9

Four compounds from above, ordered by length of the SMILES, low to high:
SMILES	EP2 mod	EP2 antag
Nc1ccccc1C(=O)N1CCCCC1	0	12
O=C(Nc1ccccc1Cl)NC1CC2CCCC(C1)N2Cc1cccs1 (centres undefined)	-104	10
O=C(N/C(=C\c1ccco1)C(=O)N1CCc2ccccc2C1)c1ccccc1	22	9
CC(C)n1nc(CC(=O)N[C@@H](C)Cn2nnc3ccccc32)c2ccccc2c1=O	22	8

More compounds.
SMILES	EP2 mod	EP2 antag
COCCNC(=O)C1CC(c2ccc(Cl)c(Cl)c2)=NO1 (centres undefined)	-130	13
CCc1ccc(-n2nnnc2SCC(=O)Nc2nc3c(s2)CCCC3)cc1	-55	22
COC(=O)c1cc2c(=O)n3ccccc3nc2n(Cc2ccc(C)cc2)c1=N	7	7
CCc1cc2cccc(C)c2nc1SCC(=O)Nc1ccccc1C(F)(F)F	-5	6
O=C(NCCNC1CCCC1)c1ccco1	-28	10
O=C(Cn1ncc2cccn2c1=O)N1CCN(c2ccc(F)cc2)CC1	-9	1
Cc1cc(NC(=O)CCC(=O)N(CC(=O)NCC2CCCO2)Cc2ccco2)no1 (centres undefined)	-8	8
C=Cn1ncc(CN(CCCn2ccnc2)Cc2ccccc2C)c1C	10	9
CCn1c(SCC(=O)Nc2cccc(F)c2)nnc1-c1ccco1	-3	16
CC(c1ccccc1)N1CCC(NC(=O)c2ccc(=O)[nH]n2)CC1 (centres undefined)	-18	8
CCn1c(CNc2nc(-c3ccccc3)cs2)nnc1SCC(=O)NC1CCCCC1	18	12
Cc1ccc(NC(=O)Cn2nc(-c3cccs3)cc(N)c2=O)cc1F	-86	9
COc1cc2[nH]c(=O)c(C(=O)NCc3ccc(Cl)cc3)c(O)c2cc1OC	-3	8
CCOC(=O)c1sc(NC(=O)CSc2nc3ccc(CC)cc3cc2C#N)nc1C	14	9
CCCN1C2CCCC1CC(NC(=S)Nc1ccccc1)C2 (centres undefined)	-94	14
COc1ccccc1CC(=O)N1CCC(n2nc(-c3ccoc3C)oc2=O)CC1	-57	13
O=C(Nc1cc(Br)ccc1O)c1cc(-c2ccccc2)on1	-9	6
Cc1ccccc1C1(O)CCN(Cc2ccc(CN(C)C)cc2)CC1	-63	4
COc1cccc(/C(O)=C2/C(=O)C(=O)N(CCN(C)C)C2c2ccc(OC)c(OC)c2)c1 (centres undefined)	-20	9
COCCn1c(SCC(=O)N2CCc3ccccc3C2)nnc1-c1cc2ccccc2cc1O	-3	26
CCCSc1nc2c(c(=O)[nH]c(=O)n2C)n1C/C=C(/C)Cl	59	12
CCC(=O)N(Cc1ccccc1)Cc1cc2cc3c(cc2[nH]c1=O)OCO3	-24	7
CCc1ccc2[nH]c(=O)c(CN(Cc3ccc(C)cc3)Cc3nnnn3Cc3ccco3)cc2c1	14	13
O=C1CCCN1c1ccc(CNC2(c3cccc(F)c3)CC2)cc1	-13	4
O=C(Cn1c(=O)sc2ccccc21)Nc1ccccc1C(F)(F)F	-10	9
CCCCCCCCCC(=O)NC(CN1CCOCC1)[C@H](O)c1ccccc1 (some centres undefined)	-2	12
CCOC(=O)c1cc[n+](CC(=O)c2ccc3ccccc3c2)cc1	-29	14
CCc1c(C)sc2ncn(C3CCN(C(=O)C(C)N4CCCC4=O)CC3)c(=O)c12 (centres undefined)	-55	2
Cc1ccc2nc(C)cc(C(=O)OCC(=O)C(C)(C)C)c2c1	-114	10
Cc1cc(NC(=O)CSc2ncnc3sc(C)c(C)c23)ccc1NC(=O)c1ccccc1Cl	3	5
COc1ccc(Cn2nnnc2C(c2cc3c(C)cc(C)cc3[nH]c2=O)N2CCCC(C)C2)cc1 (centres undefined)	25	4
C=C(C)Cn1c(NCCN(CC)CC)nc2c1c(=O)[nH]c(=O)n2C	-15	9
COc1ccc2c(c1)cc(C)c1nn(CC(=O)N(C(C)C)C(C)C)c(=O)n12	-36	4
Nc1nc(C(=O)O)c(N=Nc2ccccc2)c(=O)[nH]1	17	11
Cc1cccc(C)c1NC(=O)C1CCCO1 (centres undefined)	-4	15
Cc1cccc(N(CC(=O)NC2CCCC2)C(=O)c2ccc(N3CCCC3)nc2)c1C	-16	19
COC(=O)c1sc2ncn(Cc3c(Cl)cccc3Cl)c(=O)c2c1C	-34	3
C[N+]12CCCCC1C(COC(=O)C1(c3ccccc3)CCCC1)CCC2 (centres undefined)	18	10
COC(=O)CCC(C)C1CCC2C3CC[C@@H]4C[C@H](O)CC[C@]4(C)C3C[C@H](O)[C@]12C (some centres undefined)	38	10
Cc1cc(C)cc(NC(=O)c2nc3ncccn3n2)c1	-26	12
Cc1ccc(NC(=O)CSc2n[nH]c(-c3cccnc3)n2)cc1Cl	-30	8
Cc1cc(NC(=O)CCC(=O)N(CC(=O)NC2CCCC2)CC2CCCO2)no1 (centres undefined)	-27	14
CCCCCC(O)CCCC(=O)O (centres undefined)	9	14
COc1ccc2c(C(O)CN3CCC4(CC3)CC(O)c3cc(C)ccc3O4)c[nH]c2c1 (centres undefined)	-78	3
CCC(c1nnnn1C(C)(C)CC)N(Cc1ccc(F)cc1)Cc1cc2c(C)ccc(C)c2[nH]c1=O (centres undefined)	28	13
COCc1cc(C)nc(SCc2cccc3ccccc23)c1C#N	47	15
CC1CCCN(c2nc3c(c(=O)[nH]2)CCN(Cc2ccc(F)cc2)C3)C1 (centres undefined)	-60	2
O=c1n(CN2CCN(C3CCCCC3)CC2)nc2c3ccccc3ncn12	-51	10
CCc1nc(SCC(=O)Nc2cc(Cl)ccc2C)[nH]c(=O)c1C	8	7
CCOCCn1c(NCCOC)nc2c1c(=O)[nH]c(=O)n2C	-4	6
CC(=O)O[C@H]1CC[C@]2(C)C3CC[C@@]4(C)C(CC5O[C@@]6(CCC(C)CO6)[C@@H](C)C54)C3CC[C@@H]2C1 (some centres undefined)	12	13
CC1CCCC(C)N1C(=O)c1cc(Cl)ccc1Cl (centres undefined)	22	9
COCCN[C@@H]1CCN(Cc2ccc(F)cc2)C[C@H]1O	-19	3
COc1ccc2[nH]c3nc(SCC(=O)N(C)C4CCCCC4)nnc3c2c1	-96	12
COc1ccc(OC)c(C(C)NC(=O)Cn2ncn3c(cc4ccsc43)c2=O)c1 (centres undefined)	-3	11
COc1ccc(CN2CCc3c(nc(N4CCCC(C)C4)[nH]c3=O)C2)cc1OC (centres undefined)	-38	8
CCc1cc2cc(OC)ccc2nc1SCC(=O)Nc1ccc(OC)cc1OC	14	15
CCOc1ccc(N2CC(C(=O)Nc3ccc(Cl)cc3)CC2=O)cc1 (centres undefined)	0	8
Cc1cc(NC(=O)CSc2nnc3n(CC(=O)N4CCCC4)c4ccccc4n23)no1	1	11
COc1ccc2nc3sc(C(=O)Nc4ccc(C(C)=O)cc4)c(N)c3cc2c1	-46	13

Gathered by group, those above with two or more sulfur atoms
SMILES	EP2 mod	EP2 antag
Cc1cc(-c2nn3c(C)nnc3s2)ccc1NC(=O)c1sc2ccccc2c1Cl	24	10
CCc1ccc(-n2nnnc2SCC(=O)Nc2nc3c(s2)CCCC3)cc1	-55	22
CCn1c(CNc2nc(-c3ccccc3)cs2)nnc1SCC(=O)NC1CCCCC1	18	12
CCOC(=O)c1sc(NC(=O)CSc2nc3ccc(CC)cc3cc2C#N)nc1C	14	9
Cc1cc(NC(=O)CSc2ncnc3sc(C)c(C)c23)ccc1NC(=O)c1ccccc1Cl	3	5

Carrying on:
SMILES	EP2 mod	EP2 antag
CCOc1ccc(-c2[nH]nc3c2C(c2cccc4ccccc24)C(C#N)=C(N)O3)cc1 (centres undefined)	17	13
O=C(O)CCC(=O)Nc1ccc(C(=O)N2CCOCC2)cc1	10	8
COc1cccc2c1CCC1=CC(=O)CC[C@@]12C	29	8
Cc1ccc2nc(C3CCN(C(=O)c4ccccc4F)CC3)[nH]c2c1	-4	8
COC(=O)c1c(NC(=O)C2CCCO2)sc2c1CCCC2 (centres undefined)	-38	6
COc1ccc2nc(N3C(=O)C(O)=C(C(=O)c4ccco4)C3c3ccc(O)cc3)sc2c1 (centres undefined)	-18	30
Cc1ccc(C)c(N(C(=O)c2csnn2)C(C(=O)NC(C)(C)C)c2ccc(C)o2)c1 (centres undefined)	-21	11
CC(C)c1ccccc1NS(=O)(=O)c1ccc2c(c1)OCCO2	-10	14
COc1cc(OC)cc(C(=O)N(Cc2ccccc2)Cc2cc3cc4c(cc3[nH]c2=O)OCCO4)c1	32	11
CC(=O)C1=C(O)C(=O)NC1c1cccnc1 (centres undefined)	-9	7
CC1CCN(C(=O)Cn2c(SCC(=O)N3C(C)CCCC3C)nc3ccccc32)CC1 (centres undefined)	7	10
CC(C)CC(NC(=O)c1ccccc1F)c1nc2cccnc2n1C (centres undefined)	-43	7
Cc1ccc(N(CC(=O)NC(C)(C)C)C(=O)CCC(=O)Nc2nccs2)cc1	-6	9
Cc1cc(-c2cc(N)c(=O)n(CC(=O)NCC3CCCCC3)n2)c(C)o1	-41	1
Cc1nnc(NC(=O)CSc2nc(C(C)C)nc3sc4c(c23)CCC(C)C4)s1 (centres undefined)	18	6
CC(C)c1c(O)nc(SCC(=O)Nc2ccccc2F)[nH]c1=O	-18	13
O=C(NC1CCCC1)C(c1ccccc1)N(CC1CCCO1)C(=O)Cn1nnc2ccccc21 (centres undefined)	8	7
Cc1ccccc1NC(=O)CSc1nnc(-c2ccoc2C)n1CC1CCCO1 (centres undefined)	-9	5
CC(C)CN1Cc2cccc(C(=O)N[C@@H](C)Cn3nnc4ccccc43)c2C1=O	34	10
c1cncc(-c2nnc(SCCN3CCOCC3)o2)c1	4	17
O=c1ccn([C@@H]2O[C@H](COP(=O)(O)OP(=O)(O)OP(=O)(O)O)[C@@H](O)[C@H]2O)c(=O)[nH]1	22	9
COc1cc(OC)cc(C(=O)N2CCC(C(=O)Nc3ccc(C(F)(F)F)cc3)CC2)c1	-7	4

An excerpt. The share of hits here may be higher or lower than overall.
